Bioassay records from PubChem BioAssay.
GRP78 ERSR act: inducers of ER stress response in human glioma cells. Potency, µM, inactives show top-dose activation, hits mostly activators. AID 602332. U87-MG GRP78 promoter luciferase reporter, 16 h. 420,000 tested, 0.02% active; also: potency is read from the fitted curve at half-maximal effect; series mostly up to about 76 µM; % of control where 0% means no effect; nearly all actives have a fitted effect of over 35% in size
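Stably transfected U87-MG human glioma cells carrying a GRP78-based luminescent sensor were seeded at 1000 cells/well, pin-dosed with compounds and incubated 16 h. Luciferase reagent was then added, and end-point luminescence was read after 10 min at room temperature.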
RXFP1 ag: activates the human relaxin receptor RXFP1. Q9HBX9. HEK293T-RXFP1 cAMP TR-FRET, 30 min; response scale: percent of porcine relaxin response, buffer zero. Potency, µM (titrated, usually from 57.5 µM), for inactives: at the top dose activation, usual class: activators. 370,000 tested, 0.3% active; also: potency is read from the fitted curve at half-maximal effect; % is scaled to controls: 0 for no effect and ±100 for the full control effect; nearly all actives have a fitted effect of over 60% in size; many of its hits are not listed in these tables
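cAMP rise read by TR-FRET after 30 min, 37C compound exposure (up to 58 uM) in RXFP1-transfected HEK293 cells with Ro 20174 present. EC50 from Hill-equation fits, with 29 nM porcine relaxin as 100% and buffer as basal.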
D1 ag: human D1 receptor agonism; activation, % at 2 µM; HEK293 T-REx D1 cells, calcium flux, agonist mode; 360,000 tested, 1% active; P21728; in the data active = activation above about 30%; also: 0% is about no effect
Target sequence (P21728 whole entry, looked up): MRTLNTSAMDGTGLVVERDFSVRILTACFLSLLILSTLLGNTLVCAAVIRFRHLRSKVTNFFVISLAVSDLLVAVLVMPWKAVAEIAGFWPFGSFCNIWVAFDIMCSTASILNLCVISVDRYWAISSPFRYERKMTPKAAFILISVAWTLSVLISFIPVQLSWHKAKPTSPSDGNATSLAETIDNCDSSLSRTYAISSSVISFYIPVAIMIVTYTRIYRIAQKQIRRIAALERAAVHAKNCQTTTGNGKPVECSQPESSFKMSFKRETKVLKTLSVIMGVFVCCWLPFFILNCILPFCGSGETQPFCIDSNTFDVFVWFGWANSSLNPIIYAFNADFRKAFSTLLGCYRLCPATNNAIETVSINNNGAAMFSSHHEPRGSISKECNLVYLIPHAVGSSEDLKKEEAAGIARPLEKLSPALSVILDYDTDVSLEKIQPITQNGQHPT
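Agonism was scored from calcium flux recorded over 180 s (1 read/s) after pintool compound addition, following a 10-cycle baseline. Cells were inducible force-coupled HEK293 TREx D1, plated overnight at 30 C and loaded with no-wash calcium dye.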
LDHA inh: LDHA (human) enzyme inhibition. P00338. purified LDHA, NADH/diaphorase-resazurin fluorescence; active compounds read low. activity change, % (values are at about 110 or 230 µM). 480,000 tested, 0.15% active. AID 1347041; in the data active = activity change below about -30%; inconclusive = mostly about -25% to -30%;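 also: plate controls were DMSO wells for no effect and wells without enzyme for full effect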
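LDH5 2 nM; NADH 0.06 mM, pyruvate 0.2 mM; 200 mM Tris pH 7.4, EDTA, Tween-20; 5 min RT. Detection: diaphorase 0.133 mg/mL + resazurin 37 µM, fluorescence ex540/em590 at 0 and 20 min; normalized to enzyme-free and DMSO wells.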
D2 PAM: positive allosteric modulators of human D2 dopamine receptor. 340,000 tested, 0.34% active. HEK293 T-REx D2, calcium flux, EC20 dopamine potentiation. AID 485347. potentiation, % at 10 µM;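 active = potentiation over 3 SD above the plate norm, cut at about 30% in these data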; also: 0% is about no effect
Target sequence (P14416 whole entry, looked up): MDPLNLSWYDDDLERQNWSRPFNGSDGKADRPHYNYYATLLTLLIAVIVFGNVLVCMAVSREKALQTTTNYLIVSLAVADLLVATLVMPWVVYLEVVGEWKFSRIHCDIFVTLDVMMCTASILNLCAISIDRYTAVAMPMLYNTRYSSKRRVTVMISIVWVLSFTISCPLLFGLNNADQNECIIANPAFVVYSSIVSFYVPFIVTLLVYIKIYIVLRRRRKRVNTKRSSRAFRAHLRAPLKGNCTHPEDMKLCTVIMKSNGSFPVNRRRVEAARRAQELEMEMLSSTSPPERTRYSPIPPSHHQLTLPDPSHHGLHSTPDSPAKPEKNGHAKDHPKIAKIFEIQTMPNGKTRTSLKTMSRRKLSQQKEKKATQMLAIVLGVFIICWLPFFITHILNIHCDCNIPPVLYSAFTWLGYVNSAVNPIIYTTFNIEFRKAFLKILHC
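Tetracycline-induced Hek293 Trex D2 cells, force-coupled to calcium, loaded with no-wash calcium dye. Compound added with 180 s kinetic read for agonism, then EC20 dopamine and a further 180 s read for potentiation.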
Vif-APOBEC3F blk: Vif-A3F binding inhibition; Potency, µM (doses to about 46.1 µM), for the others: at the top dose activity, negative = active; HeLa A3F-eYFP + Vif (tagged APOBEC3F with the HIV-1 protein that degrades it), YFP fluorescence increase; AID 602313; 390,000 tested, 0.2% active; also: potency is read from the fitted curve at half-maximal effect; % of control where 0% means no effect; nearly all actives have a fitted effect of over 65% in size
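HeLa cells stably expressing A3F-eYFP plus Vif, plated and incubated overnight at 37 deg C, then exposed to compounds overnight at 37 deg C. Blocked degradation read as raised yellow fluorescence (Ex 488/Em 500-530).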
D1 PAM: potentiators of human D1 dopamine receptor | HEK293 TREx D1 cells, calcium flux, dopamine EC20 potentiation | 360,000 tested, 0.036% active | potentiation, % at 10 µM | P21728 | AID 504651; in the data active = potentiation above about 30%; also: 0% is about no effect
D1 antag: human D1 dopamine receptor antagonism | 360,000 tested, 3.2% active | activity change, negative = inhibition, % at 10 µM | HEK293 TREx D1 cells, calcium flux, dopamine EC80; active compounds read low | AID 504652; in the data active = activity change below about -30%; also: % is scaled to controls: 0 for no effect and ±100 for the full control effect
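Kinetic fluorescence of a calcium dye serves as the read-out. D1-expressing Hek293 Trex cells, induced overnight at 30 C, are exposed to compound for 180 s before an EC80 dopamine addition, then read 180 s further.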
Vif-APOBEC3G blk: Vif-A3G binding inhibition | Q9HC16 | Potency, µM (highest dose often 46.1 µM), without a hit: at the highest dose activity, negative = active, hits mostly inhibitors | 410,000 tested, 0.076% active | AID 602310 | HeLa A3G-eYFP + Vif (tagged APOBEC3G with the HIV-1 protein that degrades it), YFP fluorescence, overnight;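 also: potency is read from the fitted curve at half-maximal effect; % is scaled to controls: 0 for no effect and ±100 for the full control effect; nearly all actives have a fitted effect of over 60% in size; hits raise eYFP signal because A3G escapes Vif-driven loss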
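Read-out is eYFP fluorescence (Ex 488/Em 500-530) from Vif-expressing HeLa A3G-eYFP cells; more signal means A3G escaped Vif-mediated degradation. Cells plated overnight, compound pinned in, incubated overnight at 37 deg C.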
Active calls of the source: *; ? = inconclusive; . = not tested or not shown; & = joins results of further samples. Unless noted, calls follow the shape of the dose curve; as a rule, active = well fitted curve in the direction sought with a large enough effect; inconclusive = small, poorly fitted or top-dose-only effect, or another doubt; inactive = no such curve, though single readings can be large; an effect the other way counts as inactive or inconclusive.

SMILES	GRP78 ERSR act	RXFP1 ag	D1 ag	LDHA inh	D2 PAM	Vif-APOBEC3F blk	D1 PAM	D1 antag	Vif-APOBEC3G blk
CS(=O)(=O)N1CCC(n2c(C(F)(F)F)nc3cccnc32)CC1	-4%	0.1%	1	-1	7	0%	3	15	1%
COc1ccc(NC(=O)c2ccccc2-c2ccccc2)c(C)c1	-5%	-1.7%	0	-6	-3	-4%	1	-3	0%
O=C(O)CSc1nnc(-c2ccc(Cl)cc2Cl)n1-c1ccc(Br)cc1	-5%	4.4%	2	-1	16	3%	-3	-2	-4%
COc1ccccc1N1C(=O)S/C(=C\c2cc(C)n(C)c2C)C1=O	5%	1.0%	11	0	-2	2%	-1	-14	-12%
CC1(C)COCN1S(=O)(=O)c1ccc(C(=O)Nc2nnc(-c3ccc(Cl)s3)o2)cc1	-1%	-0.2%	4	2	-15	-3%	-6	-2	1%
Cc1ccc(OCC(=O)N(Cc2ccc(N(C)C)cc2)C2CCS(=O)(=O)C2)cc1 (centres undefined)	-1%	-0.6%	1	8	.	-2%	0	7	-2%
CCC(C)(C)n1nnnc1CN1CCC(NC(=O)c2ccccc2C)CC1	-5%	-2.0%	-1	-6	12	-5%	2	-2	-1%
CC1=C(C(=O)Nc2cccnc2)C(c2ccccc2Cl)n2nc(-c3ccccc3)nc2N1 (centres undefined)	0%	0.2%	2	-2	4	-1%	-1	-1	-3%
CN(C)c1ccc(C(=O)OCC(=O)c2ccc[nH]2)cc1	2%	.	.	0	.	8%	.	.	0%
Clc1ccc(CO/N=C/c2c(-c3ccccc3)nc3n2CCS3)c(Cl)c1	-2%	-1.2%	6	1	-7	0%	-2	17	-1%
Nc1ncnc2c1ncn2[C@@H]1O[C@H](CNCC#Cc2ccccc2)[C@@H](O)[C@H]1O	-3%	.	.	3	.	10%	.	.	-13%
N#Cc1nc(-c2ccccc2)oc1NCCCn1ccnc1	5%	6.1%	4	1&-2	.	-29%	-1	-3	2%
C=CCNC(=O)c1ccncc1	-2%	0.1%	3	-7	-4	-6%	-13	-14	3%
COc1ccccc1NC(=O)c1oc2ccccc2c1NC(=O)COc1ccccc1OC	-2%	15%	3	-3	-7	1%	-2	-11	-3%
CCc1nnc(NC(=O)CCC(=O)N2CCN(c3cccc(Cl)c3)CC2)s1	-3%	0.0%	1	0	2	2%	4	-17	3%
COCCOC(=O)c1sc2nc[nH]c(=O)c2c1C	-5%	20%	2	0	-3	0%	0	1	-4%
CC[C@]12c3[nH]c4ccccc4c3CCN1C(=O)C(CC(=O)NCCc1ccccn1)C[C@@H]2C(=O)N1CCN(C(=O)c2ccco2)CC1 (some centres undefined)	-2%	.	.	-7	.	6%	.	.	4%
Cc1cc(O)ccc1NC(=O)CCN1C(=O)c2ccc([N+](=O)[O-])cc2C1=O	6%	-1.6%	4	1	4	-4%	5	-12	-1%
CCCC1N=C2c3ccccc3N=C(SCC(=O)NCCc3ccc(Cl)cc3)N2C1=O (centres undefined)	-1%	2.2%	-2	-2	-2	5%	0	6	1%
COc1cccc(CNC(=O)Cn2cc3c(n2)-c2c(oc(C(=O)N4CCCC4)c2C)CC3)c1	1%	-0.4%	0	21	3	-4%	-4	11	-7%
COc1ccc(CCN2CC(C#N)=C3c4cc(OC)c(OC)cc4CCN3C2)cc1OC	-5%	4.6%	5	-2	11	5%	1	-15	0%
CC(C)[C@H](NC(=O)C1CCN(S(=O)(=O)c2ccc(F)cc2)CC1)C(=O)NCc1ccncc1	-5%	6.3%	0	1	9	2%	7	28	3%
CS(=O)(=O)N1CCC(C(=O)Nc2cc(Cl)c(Cl)cc2Cl)CC1	-6%	-5.1%	6	0	-3	4%	1	-34*	-6%
N#Cc1ccccc1NC(=O)COC(=O)CCc1ccccc1	-3%	-4.7%	2	-6	6	5%	-4	5	-7%
Cn1cc(Br)c(C(=O)NNC(=O)c2ccccc2)n1	-2%	0.5%	2	-1	-4	-15%	-7	7	0%
Nc1c2c(nc3ccn(Cc4ccccc4)c(=O)c13)CCC2	-4%	1.0%	2	-3	-2	-2%	-7	-12	-1%
CC(Sc1ccccn1)C(=O)Nc1ccccc1 (centres undefined)	4%	-1.2%	18	-9	-7	-2%	-2	-7	1%
COCCOC(=O)C1=C(C)N=c2s/c(=C\c3cccs3)c(=O)n2C1c1cccs1 (centres undefined)	-4%	0.8%	3	-6	.	-15%	-8	-1	-8%
COCCN(C(=O)C1CCC1)c1c(N)n(CC(C)C)c(=O)[nH]c1=O	-2%	-0.5%	2	1	-16	-3%	-2	6	-1%
CC1CN(C)C(c2ccccc2)C(C)C12NC(=O)NC2=O (centres undefined)	8%	2.7%	5	-4	6	-8%	-6	8	1%
CC1CCCC(NC(=O)COC(=O)Cc2cn3ccsc3n2)C1C (centres undefined)	4%	0.3%	0	-2	-1	5%	0	-2	0%
COc1cccc(C(=O)Nc2ccc(S(=O)(=O)Nc3nccc(C)n3)cc2)c1	-3%	2.2%	1	-10	8	-17%	0	0	0%
COc1cc(OC)cc(-c2cc3nc(C)c(CCC(=O)NC(C)CCc4ccco4)c(C)n3n2)c1 (centres undefined)	-10%	1.3%	0	0	-6	3%	-4	-1	1%
Cc1nc2cc(NC(=O)NCc3ccccc3)ccc2o1	6%	0.0%	1	-7	-8	-1%	-7	-19	-1%
COc1ccc(CCNC2CC(=O)N(CCc3ccc(OC)c(OC)c3)C2=O)cc1 (centres undefined)	2%	-1.5%	2	-5	-3	-20%	0	0	-1%
O=C(COC(=O)C1CCN(S(=O)(=O)c2ccccc2)CC1)NC(=O)c1ccc(OC(F)F)cc1	-2%	0.6%	14	-2	-3	3%	-5	-22	0%
COc1cc(/C=C/C(=O)O)ccc1OCc1ccccc1C#N	-2%	2.5%	-1	1	14	0%	-7	-1	-5%
COc1cc(CO)ccc1Oc1nc2ccccc2n2cnnc12	-2%	14%	3	-5	11	12%	5	-1	-1%
O=C(NC1CCC(O)CC1)c1ccc(-c2ccc(Cl)cc2)o1 (centres undefined)	9%	0.4%	4	-3	-3	4%	-5	2	1%
Cc1ccc(N2CCN(C(=S)c3ccc(-c4ccccc4[N+](=O)[O-])o3)CC2)cc1	-3%	-0.3%	1	3	6	6%	-5	4	-3%

Among those listed so far, these contain bromine:
SMILES	GRP78 ERSR act	RXFP1 ag	D1 ag	LDHA inh	D2 PAM	Vif-APOBEC3F blk	D1 PAM	D1 antag	Vif-APOBEC3G blk
O=C(O)CSc1nnc(-c2ccc(Cl)cc2Cl)n1-c1ccc(Br)cc1	-5%	4.4%	2	-1	16	3%	-3	-2	-4%
Cn1cc(Br)c(C(=O)NNC(=O)c2ccccc2)n1	-2%	0.5%	2	-1	-4	-15%	-7	7	0%

(next part)
SMILES	GRP78 ERSR act	RXFP1 ag	D1 ag	LDHA inh	D2 PAM	Vif-APOBEC3F blk	D1 PAM	D1 antag	Vif-APOBEC3G blk
Cc1n[nH]c(=S)n1-c1ccc(Cl)cc1	3%	1.0%	5	-6	7	-4%	4	5	3%
CCN(CC(=O)Nc1c(F)cccc1F)C(=O)CSc1ccc(F)cc1	-5%	1.1%	6	-8	1	3%	-5	-17	0%
Cc1cc(C)nc(NS(=O)(=O)c2ccc(NC(=O)c3ccc(S(=O)(=O)N4CC(C)OC(C)C4)cc3)cc2)n1 (centres undefined)	-4%	-3.0%	5	-6	3	2%	0	-3	0%
COc1ccc(-n2c(SCC(=O)NCCC(C)C)nc3ccsc3c2=O)cc1	-4%	2.6%	1	2	-6	-4%	-4	13	0%
N#CC(/C(=N/S(=O)(=O)c1cccs1)c1ccccc1)c1nc2ccccc2[nH]1 (centres undefined)	-2%	1.8%	2	-4	-12	-1%	1	14	-10%
COC(=O)C1=C(C)N(Cc2ccccc2)C(=NCC(C)C)N[C@H]1c1ccc(Br)cc1	.	2.8%	1	.	.	.	-5	3	.
O=C(C(=O)N1CCOCC1)c1cn(CC(=O)N2CCc3ccccc3C2)c2ccccc12	-2%	0.1%	1	-11	7	6%	23	1	8%
N#CCCN(C(=O)COC(=O)CCc1c[nH]c2ccccc12)c1ccc(F)cc1	-3%	1.0%	16	2	2	-24%	2	-7	-7%
CC12CCC(=O)N1C(C(=O)Nc1nc(-c3ccccc3)cs1)CS2 (centres undefined)	6%	-0.9%	0	-10	-4	-8%	-11	5	0%
Cc1cc(Br)c2c(c1)/C(=C/C(=O)c1cccs1)C(=O)N2	?	3.9%	0	-5	.	-11%	-4	4	-18%
CCN(CC)CCCNC(=O)c1cn(CC)c2ccc(S(=O)(=O)N3CCc4ccccc4C3)cc2c1=O	-6%&-3%	1.1%&4.3%	-3&1	0&3	7&0	2%&0%	-8&1	13&0	3%&5%
N/C(=N\c1nc2ccccc2o1)NC(=O)c1ccc(F)cc1	6%	1.5%	3	-2	-9	-9%	-5	2	1%
CCCC(c1nnnn1CS(=O)(=O)c1ccc(C)cc1)N1CCN(c2ccccc2)CC1 (centres undefined)	-5%	0.8%	4	-2	-4	-10%	-5	-1	1%
Cc1oc2ncn(CC(C)C)c(=O)c2c1C(=O)NCCc1ccc(Cl)cc1	0%	-0.6%	2	0	6	-1%	1	-2	3%
Cc1cc(S(=O)(=O)N(Cc2ccc(F)cc2)CC2CCCO2)ccc1-n1cnnn1 (centres undefined)	-3%	1.5%	1	-3	0	-6%	-9	-19	3%
O=C(c1ccccc1)c1cc[n+]([O-])cc1	-3%	-1.3%	3	-6	0	0%	3	-1	-6%

Some of the compounds tested; rates above refer to the full screens.
